SR-BI uptake up = activators of SR-BI mediated DiI-HDL uptake, primary screen, ldlA[mSR-BI] CHO cells, DiI fluorescence; 3 h; 100 = double the neutral-control signal; activation, % at 12.5 µM; 320,000 tested, 0.096% active; AID 504775, 2011;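 active means mean replicate activation of at least 60% and every replicate at or above 60%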;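 further: 0% = median plate neutral-control signal and 100% = twice that signal; values of inactives mirror those of a sister screen read the other way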
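material = CHO ldlA[mSR-BI] cells | medium = Ham's F12 with 0.5% BSA, HEPES 25 mM, pH 7.4 | reagent = fluorescent DiI-HDL, 10 µg/mL final | compound dosing = single-point compound dose | incubation = 3 h, 37 °C | measured by = bottom-read fluorescence, 550/595 nm | measure = HDL uptake via cellular fluorescence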
Rtt109 Vps75 = inhibitors of C. albicans Rtt109/Vps75 HAT, primary screen, biochemical, ThioGlo CoA-SH fluorescence, plate reader; Histone acetyltransferase RTT109 (Candida albicans (strain SC5314 / ATCC MYA-2876)), …; purified Rtt109/Vps75, 4 h; inhibition, % at 34.9 µM; 330,000 tested, 0.16% active;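 active means inhibition of at least 50% in every replicate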
Target sequence (Q5AAJ8 whole entry, looked up): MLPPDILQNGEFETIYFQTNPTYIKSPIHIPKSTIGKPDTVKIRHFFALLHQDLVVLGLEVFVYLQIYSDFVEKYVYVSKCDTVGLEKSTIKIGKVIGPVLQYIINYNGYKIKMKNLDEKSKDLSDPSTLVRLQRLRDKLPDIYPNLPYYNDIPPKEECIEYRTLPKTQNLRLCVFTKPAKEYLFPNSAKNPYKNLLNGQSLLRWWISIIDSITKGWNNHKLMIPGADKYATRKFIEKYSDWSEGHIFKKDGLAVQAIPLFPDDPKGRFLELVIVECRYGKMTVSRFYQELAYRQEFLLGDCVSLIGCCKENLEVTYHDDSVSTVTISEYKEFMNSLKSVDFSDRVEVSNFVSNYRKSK
CAL PDZ FP-1 = untagged CAL PDZ binding inhibitors, primary screen, biochemical, fluorescence polarization, HTS | AID 602252, 2012 | 300,000 tested, 0.92% active | purified CAL PDZ, TMR-peptide fluorescence polarization, 1 h | Golgi-associated PDZ and coiled-coil motif-containing protein (Homo sapiens), Q9HD26 | inhibition, % at 24.9 µM;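 active means mean inhibition of at least 30% with at least half of replicates also reaching 30%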;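 further: 0% = DMSO neutral control and 100% = excess unlabeled competitor peptide PRC23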
cardiac RTF act = cardiac RTF calcium sensitivity activators, primary screen, biochemical, IANBD-TnC fluorescence, EC20 calcium; 340,000 tested, 0.24% active; AID 493008, 2010; activation, % at 7.2 µM; IANBD-labeled TnC RTF fluorescence at EC20 calcium; 0% EC20 calcium, 100% full calcium;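 active means activation above the mean over all tested compounds plus 3 SD, cut at about 30% in these data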;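 further: rise in fluorescence read as greater calcium sensitivity of cardiac thin filaments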
DAGLB inhibitor = DAGLB lipase inhibitors, primary screen, biochemical, fluorescence, HTS; Diacylglycerol lipase-beta (Homo sapiens), Q8NCG7; HEK293T DAGLB membrane lysate, EnzChek fluorogenic substrate; inhibition, % at 5.17 µM; 340,000 tested, 0.059% active; AID 504411, 2011; in the data active means inhibition above about 34%;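 further: 0% = enzyme with vehicle and 100% = wells lacking enzyme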
C-LANA FP = inhibitors of KSHV C-LANA binding to DNA, primary screen, biochemical, fluorescence polarization, FAM-LBS DNA, MBP-C-LANA, single point. 340,000 tested, 0.078% active. AID 504423, 2011. inhibition, % at 9 µM. Kaposi's sarcoma herpesvirus LANA C-terminal domain (residues 932-1162) DNA binding;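 active means highest replicate inhibition at or above 60% at 9 µM, even if other replicates fall short; inactive means all replicates below 60% inhibition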;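 further: 0% = neutral control wells and 100% = 4 µM acridine orange control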
Keap1 Nrf2 FP = Keap1-Nrf2 protein-protein interaction inhibitors, primary screen, biochemical, fluorescence polarization, single point | Kelch-like ECH-associated protein 1 (Homo sapiens), Q14145 | Keap1 Kelch-Nrf2 peptide fluorescence polarization, 1536-well | inhibition, % at 9.4 µM | 340,000 tested, 0.15% active; in the data active means inhibition above about 12%;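 further: human Keap1 Kelch domain with fluorescein labeled Nrf2 9mer peptide probe; 0% = neutral control wells and 100% = peptide positive control; higher means more block of Keap1 binding to Nrf2 peptide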
CAL PDZ FP-2 = CAL PDZ peptide-binding inhibitors, primary screen, biochemical, fluorescence polarization, Cer-tagged CAL PDZ, HTS | inhibition, % at 20 µM | Golgi-associated PDZ and coiled-coil motif-containing protein (Homo sapiens), Q9HD26 | 330,000 tested, 0.02% active | purified CAL PDZ, TMR-peptide fluorescence polarization, 1 h | AID 504414, 2011;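 active means highest replicate inhibition of at least 40%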;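 further: plate controls were DMSO neutral control wells for no effect and unlabeled competitor peptide control wells for full effect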
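Test system: purified CerCALP PDZ construct; Compound dosing: one concentration, 20 µM compound; Also added: TMR-labelled reporter peptide T*-PRC34 bound in PDZ groove; Read-out: inhibition from polarization loss; Controls: unlabelled peptide and DMSO controls; Signal: FP readout, S and P plane fluorescence; Incubation: 1 h at RT.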
RTF Ca sens inh = cardiac RTF calcium sensitivity inhibitors, primary screen, biochemical, IANBD-TnC fluorescence, EC70 calcium | 340,000 tested, 0.12% active | Troponin I, cardiac muscle (Homo sapiens) + Troponin T, cardiac muscle (Homo sapiens) + … | inhibition, % at 7.15 µM | IANBD-labeled cardiac RTF, Ca2+ fluorescence;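 active means inhibition above the mean inhibition of all tested compounds plus 3 SD, cut at about 17% in these data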;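 further: assay run at fixed EC70 calcium of 1.6 mM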
PKA-R2B activ = activators of PKA-R2B holoenzyme, primary screen, biochemical, fluorescence polarization, Cy5-IP20, human; activation, % at 11.4 µM; cAMP-dependent protein kinase catalytic subunit beta (Homo sapiens) + cAMP-dependent …; PKA-R2B holoenzyme dissociation; R2B truncated from residue 108, S112A mutant; 0% DMSO only, 100% 113 µM cGMP; AID 504700, 2011; 340,000 tested, 0.079% active;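 active means activation above a cutoff set at the mean over all compounds plus 3 SD, cut at about 18% in these data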;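 further: higher means more holoenzyme dissociation and a rise in polarization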
Target sequence (P31323 whole entry, looked up, other chains not shown, the tested form may be a part): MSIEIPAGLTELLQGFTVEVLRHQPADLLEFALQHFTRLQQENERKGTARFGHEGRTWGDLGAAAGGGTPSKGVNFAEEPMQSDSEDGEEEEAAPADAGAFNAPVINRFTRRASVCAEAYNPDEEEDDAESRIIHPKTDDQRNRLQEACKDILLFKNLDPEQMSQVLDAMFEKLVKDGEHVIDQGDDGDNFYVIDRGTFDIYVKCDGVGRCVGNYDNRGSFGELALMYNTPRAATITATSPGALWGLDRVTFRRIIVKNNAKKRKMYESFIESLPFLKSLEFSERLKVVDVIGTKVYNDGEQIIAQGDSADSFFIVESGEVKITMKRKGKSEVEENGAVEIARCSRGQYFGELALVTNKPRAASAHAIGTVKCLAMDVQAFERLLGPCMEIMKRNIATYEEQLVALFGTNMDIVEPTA
* = called active by the depositor; nt = not tested or not shown.

SMILES	SR-BI uptake up	Rtt109 Vps75	CAL PDZ FP-1	cardiac RTF act	DAGLB inhibitor	C-LANA FP	Keap1 Nrf2 FP	CAL PDZ FP-2	RTF Ca sens inh	PKA-R2B activ
Cc1ccc(C)c(OCc2cc(C(=O)N3CCC(N4CCCC(O)C4)CC3)no2)c1 (stereo not given)	-18.8	1.0	-3.4	-13.2	-0.9	1.2	1.0	-0.4	-3.3	7.2
O=C(N/N=C(/c1ccccc1)c1ccncc1)c1ccc2c(c1)OCO2	-6.7	-1.1	-1.1	0.4	-2.1	0.9	-2.2	-2.9	-25.9	5.7
CCOc1ccccc1NC(=O)NCc1ccccc1	-16.5	-3.0	-8.2	-2.6	-5.3	-2.0	2.4	-1.2	-1.0	-5.8
O=C(CC(C(=O)O)c1ccccc1)Nc1cccc2ccccc12 (stereo not given)	19.8	-3.9	-4.3	0.6	-0.9	-0.4	-2.0	0.5	-14.4	-1.7
O=P(CO)(Cc1ccccc1)Cc1ccccc1	19.5	-6.9	-3.7	1.6	0.3	1.2	-1.3	-1.1	-0.9	-0.8
Cc1ccc(CNC(=O)CNS(=O)(=O)c2ccc3nc(C)sc3c2)cc1	26.2	-18.6	nt	5.5	-0.1	-0.2	-0.9	-0.7	3.3	-9.4
CCN(CC)S(=O)(=O)c1ccc2[nH]c(=O)[nH]c2c1	20.1	5.8	0.5	15.6	1.4	-2.6	-9.9	-0.2	-10.0	-10.7
Cc1ccc(CC(=O)NCCN2CCOCC2)cc1	21.6	21.6	nt	2.1	-1.0	2.2	-1.7	0.0	-4.7	2.9
CCCc1ccc(Oc2coc3cc(OCC(=O)Nc4ccccc4C)ccc3c2=O)cc1	-6.2	4.3	-3.2	-3.1	-39.2	0.0	-5.8	-1.6	7.3	-15.0
CCc1ccccc1N(CC(=O)NC1CCCCC1)C(=O)CCC(=O)Nc1ccccn1	16.1	9.0	-2.0	-1.5	3.3	0.8	-7.0	-2.6	-29.1	3.7
CCC(CO)Oc1cc(NC(=O)c2ccccc2C)c2ncn(C(C)C)c2c1 (stereo not given)	-12.4	-2.6	-0.4	-10.7	-2.0	-1.4	-0.2	2.2	-0.5	-9.7
Cc1ccc2c(CC(=O)OCc3cc(=O)n4c(n3)sc3ccccc34)coc2c1	18.4	-1.6	nt	-5.0	-6.4	0.1	-4.3	-2.0	-4.3	-6.2
COc1ccc(NC(=S)NC(=O)c2cccnc2)cc1	-4.4	-3.3	1.9	8.9	-2.8	-0.7	-0.1	-0.3	-2.1	-4.0
COc1ccc(CNC(=O)/C(C#N)=C2\N=C(NC(=O)c3cccs3)c3ccccc32)cc1	-16.8	-0.9	1.2	7.6	-1.9	1.0	0.5	-0.8	-7.7	-2.7
CNC(=O)c1ccsc1NC(=O)c1ccc(S(=O)(=O)N2CCCc3ccccc32)cc1	-4.7	5.3	nt	-0.4	-4.1	0.1	-0.5	-1.4	-8.0	-12.8
CCN1CCN(CC(=O)Nc2cc(S(=O)(=O)N(CC)c3ccccc3)ccc2Cl)CC1	-11.5	-0.4	1.1	1.3	-0.3	1.0	0.3	-0.2	-4.9	8.1
CCOC(=O)C1C(=O)OC(C)(C)C1C(C)C(=O)c1ccc(C)cc1C (stereo not given)	-34.0	4.9	nt	3.3	-4.1	-1.2	-5.8	0.3	1.2	-5.8
Cc1ccc(-n2nc(C)c(=O)c(-c3ccccc3)c2NC(=O)c2cccs2)cc1	7.5	-3.9	12.4	18.6	-1.6	-1.0	-3.6	-0.7	-0.7	-5.3
Cc1ccc(S(=O)(=O)N(CC(=O)N2CCC(C(N)=O)CC2)c2cccc(C(F)(F)F)c2)cc1	14.5	-7.0	-0.5	0.6	0.8	2.4	-5.8	-1.3	-11.0	0.7
CN1OC[C@@H]2CN(Cc3ccc(Cl)cc3)[C@H](c3cccc(Br)c3)C[C@@H]21	10.4	3.5	-1.1	-1.2	-1.0	-0.5	-0.7	-1.6	-14.9	4.2
Cc1cccc(N=C(N2CCOCC2)P(=O)(N2CCOCC2)N2CCOCC2)c1	13.3	-2.6	26.4	2.6	0.3	2.1	-1.9	-2.8	-4.7	3.0
CN(C)S(=O)(=O)c1cc(NC(=O)COC(=O)Cc2cccc3ccccc23)ccc1Cl	-10.2	7.0	nt	2.1	-4.3	-0.4	-0.6	-1.6	4.8	6.7
CCCCN(C(=O)Cn1nnc2ccccc21)C(C(=O)NCCOC)c1cccs1 (stereo not given)	-1.9	-5.0	-6.7	0.0	-4.1	1.3	0.1	-0.3	-4.2	3.9
COCCCNC(=O)CNC(=O)c1nn(-c2ccc(OC)c(Cl)c2)c(=O)c2ccccc12	13.6	-7.1	-1.9	-1.9	0.1	1.6	-1.2	0.3	-6.6	3.6
CCCCn1c(N)c(N(CCC(C)C)C(=O)c2ccccc2C)c(=O)[nH]c1=O	19.7	-27.0	-2.9	-1.4	1.9	2.9	6.3	-2.0	-7.0	-7.7
CSc1nc2ccccc2cc1/C=C(\C#N)c1cccc(Cl)c1	-30.7	0.3	-5.0	-0.6	-1.0	0.0	-1.0	0.2	-5.2	-11.9
FC(F)(F)c1cccc(NC(=S)NCC(c2cccnc2)N2CCOCC2)c1 (stereo not given)	-8.0	-5.0	-3.8	-0.1	-3.6	2.4	-1.1	-2.5	-34.1	-6.5
O=c1[nH]c2c(c(=O)[nH]1)CCC2	-0.1	11.1	-1.5	3.7	2.3	-0.6	-5.7	0.6	-6.4	-7.8
CCOc1ccc(CC(=O)Nc2c(C(=O)Nc3ccccc3)oc3ccccc23)cc1OCC	-28.3	7.7	-4.6	-3.4	-2.7	0.3	-4.4	-1.2	-5.5	1.9
COC(=O)c1ccc(/C=C2\N=C(SC)SC2=O)cc1	1.4	-2.4	-7.0	11.1	0.1	-0.6	-3.7	0.1	-22.7	2.1
CCc1ccc(OCC(=O)Nc2ccncc2)cc1	-4.3	1.8	-3.8	2.0	1.9	1.1	6.0	-0.1	-8.1	-3.7
Cc1ccc(C(=O)NC2CCS(=O)(=O)C2)cc1S(=O)(=O)N1CCCCCC1 (stereo not given)	3.7	-1.9	-4.6	7.7	-8.3	-0.3	-3.6	nt	-10.6	-7.4
COc1cc(C(=O)ON=C2C3CC4CC(C3)CC2C4)cc(OC)c1OC	-17.2	-11.6	9.5	-4.2	-4.0	-0.1	-0.8	-1.2	-2.9	-0.8
COC(=O)c1ccc(CN2CCC(CO)(Cc3cccc(OC)c3)CC2)cc1	3.1	nt	-0.5	0.9	-1.8	-1.7	-2.8	-3.8	-15.8	-1.2
COc1ccccc1CCNC(=O)Cc1cccs1	-2.5	5.0	4.3	6.3	-1.9	-0.4	0.6	-0.2	-8.3	-1.4
Cc1ncn(C23CC4CC(CC(C4)C2)C3)n1	13.0	-3.4	-2.1	17.7	3.9	-1.0	-2.8	0.7	-14.0	-6.8
Cc1[nH]ccc(=O)c1OCc1ccc(Cl)cc1	-3.7	4.0	1.7	-0.8	-0.6	-0.5	-0.4	-1.0	-6.5	5.1
COc1ccc(-c2cc(C(=O)Nc3ccccc3O)c3ccccc3n2)cc1OC	-29.6	2.2	2.0	-5.3	-0.9	-0.9	3.5	-0.2	3.6	-12.8
Cc1[nH]c2ccccc2c1/C=N/NC(=O)c1cc(-c2ccccc2)n[nH]1	-63.4	-3.5	nt	nt	nt	-0.4	-0.1	0.4	nt	nt
COCCn1c(C)cc(C(=O)COC(=O)c2ccc3ncsc3c2)c1C	-35.3	-0.6	-1.5	-0.5	2.6	0.0	4.0	-3.5	3.1	-5.0

Reformatted with two lines to a compound: entries from further up
Values in the order: SR-BI uptake up, Rtt109 Vps75, CAL PDZ FP-1, cardiac RTF act, DAGLB inhibitor, C-LANA FP, Keap1 Nrf2 FP, CAL PDZ FP-2, RTF Ca sens inh, PKA-R2B activ
Cc1ccc(C(=O)NC2CCS(=O)(=O)C2)cc1S(=O)(=O)N1CCCCCC1 (stereo not given)
→ 3.7, -1.9, -4.6, 7.7, -8.3, -0.3, -3.6, nt, -10.6, -7.4
Cc1[nH]c2ccccc2c1/C=N/NC(=O)c1cc(-c2ccccc2)n[nH]1
→ -63.4, -3.5, nt, nt, nt, -0.4, -0.1, 0.4, nt, nt

New compounds follow
SMILES	SR-BI uptake up	Rtt109 Vps75	CAL PDZ FP-1	cardiac RTF act	DAGLB inhibitor	C-LANA FP	Keap1 Nrf2 FP	CAL PDZ FP-2	RTF Ca sens inh	PKA-R2B activ
CCOC(=O)C1=C(N)n2c(s/c(=C/c3ccco3)c2=O)=C(C(=O)OC)C1c1ccco1 (stereo not given)	-31.0	4.3	3.0	0.8	3.1	0.6	-1.9	-1.1	-7.0	-0.9
O=C(Nc1ccccc1NC(=O)NC1CCCCC1)NC1CCCCC1	2.6	0.3	nt	-1.7	0.3	0.6	0.8	-2.0	-3.2	6.3
CCNC(=O)COC(=O)C1C(C(=O)OCC)=C(C)NC(C)=C1C(=O)OCC	13.0	0.1	-4.1	-1.4	1.8	-0.7	3.0	1.9	-3.9	-2.2
CCCCCCSc1ccc([C@@H]2[C@H]3C(=O)N(CC)C(=O)[C@H]3[C@]3(C(=O)OC)CCCCN23)cc1	-29.3	4.7	-3.2	-5.2	-12.1	-4.5	-10.9	0.0	-17.2	-7.9
O=C(COC(=O)c1cnccn1)NCCc1ccc(Cl)cc1	24.1	2.7	-0.9	0.6	0.7	-1.5	-2.8	-1.9	-3.7	14.4
CC(C)(C)NC(=O)C12CC3CC(CC(Cl)(C3)C1)C2	5.6	2.1	-8.1	7.9	1.5	0.2	-3.8	-0.5	-9.0	-13.0
O=C(COC(=O)c1c(Cl)ccc(Cl)c1Cl)NC(=O)NCc1ccccc1	-1.1	-13.8	-2.1	-1.6	-4.7	-0.1	1.0	-0.6	-4.5	1.5

Screening data as filed in PubChem BioAssay.
